Compound activity deposited in PubChem BioAssay by National Center for Advancing Translational Sciences (NCATS).
L3MBTL1 block = qHTS Assay for the Inhibitors of L3MBTL1 | AlphaScreen L3MBTL1–H3K9me1 peptide binding | Potency, µM (top dose mostly 57.1 µM), inactives show top-dose activity, negative = inhibition, usual class: inhibitors | hit rate 0.66% among 230,000; note: potency is the fitted concentration of half-maximal effect; % is set by controls: 0 for no effect and ±100 for the full control effect; nearly all actives have a fitted effect of over 60% in size
Target sequence (Q9Y468 whole entry, looked up): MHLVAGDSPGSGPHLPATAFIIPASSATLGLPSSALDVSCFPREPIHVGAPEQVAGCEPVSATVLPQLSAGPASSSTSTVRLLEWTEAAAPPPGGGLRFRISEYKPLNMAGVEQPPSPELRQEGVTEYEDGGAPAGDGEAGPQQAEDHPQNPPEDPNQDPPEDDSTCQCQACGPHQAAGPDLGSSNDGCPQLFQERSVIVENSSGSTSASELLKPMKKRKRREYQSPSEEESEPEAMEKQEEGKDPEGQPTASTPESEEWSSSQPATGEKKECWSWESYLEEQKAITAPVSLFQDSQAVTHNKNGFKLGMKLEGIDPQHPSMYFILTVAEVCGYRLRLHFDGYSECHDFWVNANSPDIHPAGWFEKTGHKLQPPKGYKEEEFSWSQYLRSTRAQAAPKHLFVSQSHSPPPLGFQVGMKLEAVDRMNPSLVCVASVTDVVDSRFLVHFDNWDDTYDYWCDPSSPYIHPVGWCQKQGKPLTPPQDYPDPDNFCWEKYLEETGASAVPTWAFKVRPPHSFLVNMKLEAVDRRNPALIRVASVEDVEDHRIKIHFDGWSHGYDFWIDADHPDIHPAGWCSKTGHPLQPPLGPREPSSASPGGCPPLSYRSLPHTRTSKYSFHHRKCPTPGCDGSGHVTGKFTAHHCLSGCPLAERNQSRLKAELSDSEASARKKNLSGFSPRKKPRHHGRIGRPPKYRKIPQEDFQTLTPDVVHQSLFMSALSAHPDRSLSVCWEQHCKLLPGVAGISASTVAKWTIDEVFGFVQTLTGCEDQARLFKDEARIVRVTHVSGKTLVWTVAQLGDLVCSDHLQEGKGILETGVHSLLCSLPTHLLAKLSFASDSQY
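Displacement of a biotinylated histone H3(1-15) peptide monomethylated at Lys9 (75 nM) from L3MBTL1 (50 nM) was measured by AlphaScreen after a 30 min room-temperature compound incubation; cefsulodin titration served as intraplate control.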
Luc counter = Counterscreen for Luciferase (Kinase-Glo TM) Inhibition; Potency, µM (top dose mostly 38.3 µM), for the others: top-dose activity change, negative = inhibition, usual class: inhibitors; Luciferin 4-monooxygenase (Photuris pensylvanica), Q27757; hit rate 0.28% among 200,000; Kinase-Glo luciferase, ATP luminescence, 8 min; note: potency is the fitted concentration of half-maximal effect; % is set by controls: 0 for no effect and ±100 for the full control effect; nearly all actives have a fitted effect of over 60% in size
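Compound is pinned into ATP-containing buffer (10 uM ATP, imidazole pH 7.2, 7 mM MgCl2). Kinase-Glo luciferase reagent is then added. Light output is recorded following an 8-min room-temperature incubation.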
Epigenetic derep = Quantitative High-Throughput Screen for Regulators of Epigenetic Control; hit rate 0.2% among 280,000; murine LDR cells, GFP reporter derepression, 30 h; Potency, µM (series often up to 53.9 µM), for inactives: at the top dose GFP activation, usual class: activators; note: potency is the fitted concentration of half-maximal effect; % of control where 0% means no effect; nearly all actives have a fitted effect of over 60% in size
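Reporter derepression read as number of fluorescent GFP-positive objects, 20-120 um in size, counted by laser-scanning cytometer. Mouse LDR line with an epigenetically silenced CMV-GFP locus; compound incubation 30 h, 37 C.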
IMPase Li cell = qHTS Assay for Identifying the Cell-Membrane Permeable IMPase Inhibitors: Potentiation with Lithium; CHO-M1 cells, IP1 TR-FRET (IP-One), carbachol + lithium; Potency, µM (titrated, usually from 59.4 µM), for the others: top-dose activity, negative = IMPase inhibition, hits mostly inhibitors; hit rate 0.35% among 210,000; AID 1457, 2008;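 note: IP1 builds up when IMPase is blocked and the TR-FRET signal falls; potency is the fitted concentration of half-maximal effect; plate controls were basal vehicle for no effect and high inhibitor control for full effect; nearly all actives have a fitted effect of over 50% in size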
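Steps: plate 2000 CHO-M1 cells per well and culture 16–30 h; add compound and lithium; incubate 30 min, 37C; add d2-IP1 tracer and Eu cryptate anti-IP1 antibody in lysis buffer; read after 10 min at room temperature.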
CBFb RUNX1 block = qHTS Assay for Compounds Blocking the Interaction Between CBF-beta and RUNX1 for the Treatment of Acute Myeloid Leukemia; 230,000 tested, under 10 active; AlphaScreen CBFb-His/RUNX1-biotin binding, biochemical; Potency, µM (top dose mostly 59.8 µM), for the others: top-dose activity, negative = inhibition, hits mostly inhibitors; note: % of control where 0% means no effect
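Read-out: AlphaScreen. Format: His-CBF-beta with biotinylated RUNX1 (30 nM each) preincubated 20 min, compound 15 min, Ni-chelate plus streptavidin beads 90 min; room temperature throughout.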
HttQ103 aggreg = qHTS Multiplex Assay to Identify Dual Action Probes in a Cell Model of Huntington: Aggregate Formation (GFP) | hit rate 1.1% among 220,000 | PC12 HttQ103-GFP aggregates, Acumen cytometry, 40 h | Potency, µM (titrated, usually from 46.1 µM), for the others: at the highest dose activity change, negative = inhibition, hits mostly inhibitors | AID 1688, 2009; note: potency is the fitted concentration of half-maximal effect; % is set by controls: 0 for no effect and ±100 for the full control effect; nearly all actives have a fitted effect of over 60% in size
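Multiplexed with ATP-based cell death, this channel scores GFP aggregates in PC12 cells expressing inducible HTTex1-Q103-GFP. Induction used 100 nM tebufenozide; compounds were tested in concentration series.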
NPSR antag = qHTS Assay for Antagonists of the Neuropeptide S Receptor: cAMP Signal Transduction | Q6W5P4 | CHO-NPSR cells, cAMP TR-FRET, antagonist mode | Potency, µM (titrated, usually from 38.3 µM), without a hit: at the highest dose activity change, negative = inhibition, usual class: inhibitors | hit rate 1% among 220,000 | AID 1461, 2008; note: potency is the fitted concentration of half-maximal effect; % is set by controls: 0 for no effect and ±100 for the full control effect; nearly all actives have a fitted effect of over 50% in size; many of its hits are not listed in these tables
Active calls of the source: *; u = inconclusive; x = not tested or not shown; & = joins results of further samples; [ ] = dose if it differs, or a comment. Calls come from the whole dose curve; as a rule, active = well fitted curve in the direction sought with a large enough effect; inconclusive = small, poorly fitted or top-dose-only effect, or another doubt; inactive = no such curve, though single readings can be large; an effect the other way counts as inactive or inconclusive.

SMILES | L3MBTL1 block | Luc counter | Epigenetic derep | IMPase Li cell | CBFb RUNX1 block | HttQ103 aggreg | NPSR antag
COc1ccccc1OCCC(=O)Nc1nc(C)cs1 | x | x | -1.7% | x | 6% | -12%[9.22 µM] | -6%
CN(C(=O)COC(=O)COc1ccc(Cl)cc1)C1CCCCC1 | 4% | 2% | 0.7% | -9%[38.3 µM] | 7% | -13% | -12%[46.1 µM]
O=C(NCCCn1ccnc1)C(=O)NCC1OCCN1S(=O)(=O)c1cc(F)ccc1F (configuration not stated) | x | x | -4.7% | x | u | 9%[9.22 µM] | 19%
CN(C)c1ccc(NC(=O)CSc2nc(N)c(C(=O)Nc3ccc(N(C)C)cc3)s2)cc1 | u | -7% | 0.0% | 21%[38.3 µM] | u | u | -16%[46.1 µM]
O=C(CSc1ncn[nH]1)N1N=C2/C(=C/c3ccco3)CCCC2C1c1ccco1 (configuration not stated) | x | 3% | 0.0% | 26%[38.3 µM] | -4% | 28% | -21%[46.1 µM]
CCCC(C)C(=O)N(Cc1ccccc1)c1ccccn1 (configuration not stated) | x | -2% | 0.7% | 24%[38.3 µM] | -1% | 14% | -14%[46.1 µM]
CN(C)Cc1nc2ccccc2c(=O)n1Cc1nc(-c2cccc([N+](=O)[O-])c2)cs1 | -7% | -2% | -1.1% | 3% | -7% | -28% | -36%
CCC(C)(C)NC(=O)C(c1ccco1)N(C(=O)CNC(=O)c1cccs1)c1cccnc1 (configuration not stated) | -5% | 1% | -1.0% | 2% | 4% | -3% | 1%[46.1 µM]
COc1ccc(S(=O)(=O)Cc2ccccc2)cc1N | -10% | -4% | 1.9% | -7%[38.3 µM] | 2% | 1% | 1%[46.1 µM]
C[C@@H]1O[C@H](O[C@@H]2[C@@H](Oc3cc(O)c4c(c3)O[C@H](c3ccc(O)cc3)CC4=O)O[C@@H](CO)[C@@H](O)[C@H]2O)[C@@H](O)[C@H](O)[C@@H]1O | x | 1%[17.1 µM] | 2.7%[16.9 µM] | 4% | -4%[21.7 µM] | x | x
CCOc1ccc(-c2nc(C)sc2CC(=O)O)cc1 | x | -2% | -5.8% | 22%[38.3 µM] | -5% | 1% | -3%[46.1 µM]
CCOc1cc(C2NN=C(c3ccccc3)S2)ccc1OCc1ccc(F)cc1 (configuration not stated) | x | -7% | 0.5% | 17%[38.3 µM] | 5% | 1% | -14%[46.1 µM]
O=C(c1ccc2c3c(cccc13)CC2)C1CCCN(C(=O)c2cccnc2)C1 (configuration not stated) | -9% | -4% | -1.1% | 13% | 11% | u | 23%
CC1CCCCN1S(=O)(=O)c1ccc(S(=O)(=O)N2CCN(c3ccc(F)cc3)CC2)cc1 (configuration not stated) | 24% | -5% | 1.1% | -11%[38.3 µM] | -6% | -15% | -3%[46.1 µM]
Cc1nn(C)c(C(=O)N2CCc3ccccc32)c1Cl | -28% | -2% | -1.0% | 13% | -5% | 21% | 6%
FC(F)(F)c1ccc(CN2C[C@@H]3C(c4ccccc4)C4(c5ccccc5)CC3(C4)[C@H]2c2ccccc2)cc1 (some centres not stated) | x | 0% | 9.5%&-1.7% | 4% | 5%&17% | 4%[9.22 µM] | -10%
CC1CC(C)CN(c2ncnc3c2cnn3C)C1 (configuration not stated) | x | 2% | -4.0% | 5% | 8% | -18% | 22%
COc1cc(CNCCO)cc(Br)c1OCc1cccs1 | 1% | 1% | 0.0% | 4%[38.3 µM] | -4% | 10% | 1%[46.1 µM]
COC(=O)c1c(NC(=O)CC2Nc3ccccc3NC2=O)sc(C)c1C (configuration not stated) | -5% | -1% | -1.3% | -4%[38.3 µM] | 1% | 6% | -11%[46.1 µM]
COCCCN1C(=O)C(O)=C(C(=O)c2ccco2)C1c1ccc(Br)cc1 (configuration not stated) | 4% | -1% | 1.0% | -6%[38.3 µM] | 4% | u | -7%[46.1 µM]
COc1ccc(N2C(=O)[C@@H]3[C@H](C2=O)[C@H]2c4ccccc4C=CN2[C@@H]3C(C)=O)cc1 | -6% | 3% | -1.4% | 3% | -1% | 23% | -10%
O=C(Cc1cccs1)NCc1cccc(CNC(=O)Cc2cccs2)c1 | 7% | 2% | -2.9% | -1% | 1% | 10% | 1%
COc1ccccc1N=C1SC(C(=O)Nc2cccc(Cl)c2Cl)C(N)=C1C(N)=O (configuration not stated) | -12% | x | -0.3% | x | -3% | 24%[9.22 µM] | 7%[7.67 µM]
CCOC(=O)c1sc(=NC(=O)c2ccc(OC(C)C)cc2)n(C)c1C | -2% | 0% | 3.9% | u | -8% | -2% | 5µM*
CCN(CC)S(=O)(=O)c1ccc(C)c(NC(=S)NC2CCCCC2)c1 | -5% | x | 0.7% | x | 6% | -3%[9.22 µM] | -55%

Reformatted as comma-separated lines: 3 of the compounds above.
Structure,L3MBTL1 block,Luc counter,Epigenetic derep,IMPase Li cell,CBFb RUNX1 block,HttQ103 aggreg,NPSR antag
CC1CCCCN1S(=O)(=O)c1ccc(S(=O)(=O)N2CCN(c3ccc(F)cc3)CC2)cc1 (configuration not stated),24%,-5%,1.1%,-11%[38.3 µM],-6%,-15%,-3%[46.1 µM]
Cc1nn(C)c(C(=O)N2CCc3ccccc32)c1Cl,-28%,-2%,-1.0%,13%,-5%,21%,6%
FC(F)(F)c1ccc(CN2C[C@@H]3C(c4ccccc4)C4(c5ccccc5)CC3(C4)[C@H]2c2ccccc2)cc1 (some centres not stated),x,0%,9.5%&-1.7%,4%,5%&17%,4%[9.22 µM],-10%

Of the compounds above, these contain a Cl atom.
SMILES | L3MBTL1 block | Luc counter | Epigenetic derep | IMPase Li cell | CBFb RUNX1 block | HttQ103 aggreg | NPSR antag
CN(C(=O)COC(=O)COc1ccc(Cl)cc1)C1CCCCC1 | 4% | 2% | 0.7% | -9%[38.3 µM] | 7% | -13% | -12%[46.1 µM]
Cc1nn(C)c(C(=O)N2CCc3ccccc32)c1Cl | -28% | -2% | -1.0% | 13% | -5% | 21% | 6%
COc1ccccc1N=C1SC(C(=O)Nc2cccc(Cl)c2Cl)C(N)=C1C(N)=O (configuration not stated) | -12% | x | -0.3% | x | -3% | 24%[9.22 µM] | 7%[7.67 µM]

Other compounds:
SMILES | L3MBTL1 block | Luc counter | Epigenetic derep | IMPase Li cell | CBFb RUNX1 block | HttQ103 aggreg | NPSR antag
CCOC(=O)N1CCC(NC(=O)c2cnc3n(c2=O)CCS3)CC1 | 15% | x | -0.1% | -3% | 17% | 17%[9.22 µM] | -12%
CCN(CC)C(=O)C[n+]1ccc(C(N)=O)cc1 | x | 4% | -1.4% | -15% | -4% | -5% | 16%
COc1ccc(-c2c([C@H]3[C@H]4C=CC[C@@H](C)[C@@H]4C(=O)N3Cc3ccccc3)ccc3ccccc23)cc1 | x | x | -1.7% | x | 3% | -20%[9.22 µM] | u
CCOc1ccc(NC(=O)CN2CCN(CC(=O)Nc3ccc(F)c(F)c3)CC2)cc1 | 1% | 1% | -1.0% | 12%[38.3 µM] | 6% | -6% | -13%[46.1 µM]
CN(Cc1ccccc1)c1nc2c(c(=O)[nH]c(=O)n2C)n1CCSc1nc2ccccc2[nH]1 | -2% | 0% | -3.0% | 0%[38.3 µM] | 0% | 1% | -14%[46.1 µM]
O=C(Nc1ccc(Br)cc1)/C(=C/c1cccc([N+](=O)[O-])c1)NC(=O)C1CCCCC1 | x | -2% | -0.1% | 21%[38.3 µM] | -2% | -22% | -17%[46.1 µM]
CN(Cc1cn(C)nc1-c1cccc(Cl)c1)CC1CCCCO1 (configuration not stated) | 9% | 1% | -1.7% | 9% | 8% | -9% | -5%
CC1CN(C(=O)c2cc(S(=O)(=O)N3CCCC3)c(Cl)cc2Cl)CC(C)O1 (configuration not stated) | 1% | 4% | -3.0% | 12%[38.3 µM] | 9% | -7% | 1%[46.1 µM]
O=S(=O)(c1ccc(Nc2ccc3c(c2)OCO3)nc1)N1CCOCC1 | -4% | 0% | 0.0% | 2%[38.3 µM] | -8% | -5% | -6%[46.1 µM]
O=C(c1cc2ccccc2cc1OCC(O)CN1CCCCC1)N1CCCCC1 (configuration not stated) | 1% | 4% | -0.4% | 16%[38.3 µM] | 1% | -5% | -1%[46.1 µM]
COc1ccc(S(=O)(=O)N(CCc2ccccc2)CC(=O)O)cc1OC | 11% | 2% | -6.7% | 1%[38.3 µM] | 5% | 8% | 10%[46.1 µM]
COCCNC(=O)c1cccc(Nc2nc(-c3ccccc3)c3cc(Cl)ccc3n2)c1 | 20% | 2% | -1.1% | 9% | 26% | u | -38%
C#CCN1CC(C)/C(=N/O)CC1C (configuration not stated) | -2% | 1% | -0.1% | -14%[38.3 µM] | 5% | -14% | -1%[46.1 µM]
CC1CCc2c(sc3ncnc(NCc4cccnc4)c23)C1 (configuration not stated) | -4% | -2% | 1.1% | 10% | 0% | -3% | -31%
CCN(CC)CCCCn1c(-c2ccccc2)nc2c(Nc3ccccc3)nc(C)nc21 | x | 0% | 12% | 24% | 10% | x | x
O=C(N1CCCCC1)N1CCC(c2nc3ccccc3[nH]2)CC1 | x | x | -0.1% | x | 1% | -1%[9.22 µM] | -5%
CC(C)(C)NC(=O)c1cc(NC(=O)c2ccco2)cc(NC(=O)c2ccco2)c1 | -1% | 10% | 2.2% | 5%[38.3 µM] | 3% | -2% | -13%[46.1 µM]
CCCC1=Nc2cc(C(=O)NCc3ccco3)ccc2Sc2ccccc21 | -12% | -1% | 1.1% | 4% | -6% | u | -18%
CCCn1nc(Oc2nc(N(C)C)nc(N(C)C)n2)ccc1=O | -28% | -4% | 0.1% | 11% | 4% | 19%[9.22 µM] | -5%
Cc1ccccc1NC(=O)NCCc1c[nH]c2ccccc12 | -21% | -1% | -2.5%&-1.0% | 10% | 4% | -12% | -2%
COCCN(C(=O)C(C)C)c1nnc(-c2cccc(C)c2)s1 | -9% | 9% | -6.0% | 34%[activator][38.3 µM] | 1% | -8% | -9%[46.1 µM]
O=C(CSc1ccc2nnc(-c3ccccc3)n2n1)NCc1ccc2c(c1)OCO2 | 6% | 3% | -0.8% | 1%[38.3 µM] | 7% | 8% | -3%[46.1 µM]
O=C(NCc1n[nH]c(=S)n1-c1ccc(Cl)c(Cl)c1)c1ccc(S(=O)(=O)N2CCOCC2)cc1 | -10% | 3% | -2.6% | -4% | -11% | 18% | 7%
CCOC(=O)C1CCCN(C(=O)COC(=O)c2cc(=O)c3ccccc3o2)C1 (configuration not stated) | -2% | 0% | 1.0% | 3%[38.3 µM] | -5% | 1% | 2%[46.1 µM]
O=C(NNC(=O)c1cc2c(s1)CCCC2)c1ccccc1 | -18% | -2% | -2.6% | -6% | 9% | 4% | 8%

A portion of the library; count on the stated rates, not on these rows.
